Bioassay records (PubChem)
APP 5'UTR act – APP 5'UTR luciferase reporter activation. SH-SY5Y APP 5'UTR luciferase reporter, luminescence; zero percent = DMSO vehicle wells. activation, % at 2 µM. 190,000 compounds, 1% hits. AID 1276;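 active = activation above a set limit, based on mean plus 3 SD of controls, cut at about 140% in these data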; also: values of inactives mirror those of a sister screen read the other way
HMGR II inh – blocks class II HMG-CoA reductase of Enterococcus faecalis. purified E. faecalis HMGR, NADPH absorbance 340 nm kinetic. inhibition, % at 10 µM. 190,000 compounds, 0.41% hits. AID 1066;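 active = inhibition above a set limit, the median over all tested compounds plus 3 SD, cut at about 9.5% in these data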;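 also: enzyme runs in reverse so mevalonate oxidation gives rising NADPH absorbance; 0% = complete reaction with DMSO and 100% = background rate lacking mevalonate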
NF-kB neuron act – compounds increasing NF-kB expression in human neuronal cells | fold change at 12.5 µM | NF-kB reporter expression; stronger effect = higher value | 190,000 compounds, 1.6% hits | AID 1239; in the data active = fold change above about 3.3
DTT redox prof – compounds producing H2O2 with reducing agent – biochemical, NIH compound library profiling, artefact control for MLSCN library redox annotation, primary screen; DTT-dependent redox cycling H2O2, phenol red/HRP absorbance; 100% = 100 µM peroxide control, 0% = buffer; activation, % at 10 µM; 200,000 compounds, 0.03% hits;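 active = activation of at least 50% relative to the plate's high and low controls in the primary single-dose screen; inactive = activation below 50%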;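 also: compound incubated with DTT at 0.8 mM final as the reducing agent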
APP transl inh – APP translation inhibition; inhibition, % at 2 µM; SH-SY5Y APP 5'UTR-luciferase reporter, luminescence; AID 1285; 190,000 compounds, 0.82% hits;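 active = inhibition above a set limit, derived from the sample mean plus 3 SD, cut at about 45% in these data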; also: values of inactives mirror those of a sister screen read the other way
FLuc stim CS – affects firefly luciferase, flagging false hits in luciferase stimulation screens. P08659. AID 1027. activation factor at 10 µM. 200,000 tested, under 10 active. ATPlite luciferase biochemical, luminescence, 10 min; 0 = ATP-free wells, 1 = DMSO control;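 active = luciferase activation factor, scaled between plate controls, of at least 2 with compound at 10 µM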
Target sequence (P08659 whole entry, looked up): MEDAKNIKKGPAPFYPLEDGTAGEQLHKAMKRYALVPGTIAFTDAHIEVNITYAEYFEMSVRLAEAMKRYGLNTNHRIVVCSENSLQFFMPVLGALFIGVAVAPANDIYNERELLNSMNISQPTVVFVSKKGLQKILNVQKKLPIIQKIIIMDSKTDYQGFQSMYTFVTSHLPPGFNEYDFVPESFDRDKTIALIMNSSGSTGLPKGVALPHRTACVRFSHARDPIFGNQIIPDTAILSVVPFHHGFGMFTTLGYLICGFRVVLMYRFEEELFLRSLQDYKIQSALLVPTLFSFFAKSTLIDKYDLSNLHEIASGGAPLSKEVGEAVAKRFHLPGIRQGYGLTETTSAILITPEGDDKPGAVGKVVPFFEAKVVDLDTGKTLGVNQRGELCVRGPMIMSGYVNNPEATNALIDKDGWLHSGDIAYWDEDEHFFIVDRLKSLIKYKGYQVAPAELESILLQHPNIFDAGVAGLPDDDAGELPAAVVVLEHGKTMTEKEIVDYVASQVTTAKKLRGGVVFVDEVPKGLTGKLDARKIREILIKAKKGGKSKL
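System: cell-free luciferase reagent; medium: PBS as buffer for the ATP substrate; doses: test compounds dosed from 2 mM stocks in 100% DMSO; incubation: 10 min, room temperature; measured by: luminescence from luciferase reaction; read-out: luciferase activation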
G6PDH CS – counter-screen for G6PDH assay hits: L. mesenteroides G6PDH inhibition; inhibition, % at 5 µM; 200,000 compounds, 0.12% hits; Purified L. mesenteroides G6PDH, diaphorase/resazurin coupled fluorescence, 45 min; in the data active = inhibition above about 50%
Hsp70 activator – transcriptional activators of Hsp70 | HeLa Hsp70 promoter luciferase reporter, luminescence; scaled: vehicle 0, proteasome-inhibitor control 100% | AID 1203 | 200,000 compounds, 0.04% hits | activation, % at 10 µM;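 active = activation above the mean across all tested compounds plus 3 SD, cutoff set per campaign, cut at about 5.5% in these data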;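 also: 100% = MG132 at 30 µM as the positive control and 0% = DMSO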
FLuc inhib CS – Photinus pyralis luciferase inhibition counter-screen; 200,000 compounds, 1.5% hits; ATPLite firefly luciferase biochemical luminescence, 10 min; inhibition, % at 10 µM;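 active = inhibition above about 50% when tested at 10 µM, limit read from the data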
STAT1 act – increases IFN-gamma driven STAT1 reporter signal; NIH 3T3 STAT1-luciferase reporter, luminescence; 100% = IFN-gamma alone, no compound; activation (% of control), % at 5.5 µM; 200,000 compounds, 2.6% hits;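 active = activation above the screen-wide mean activation plus 3 SD, cut at about 130% in these data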;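 also: raw ratio to IFN-gamma control signal so 100% means no change and 0% no light; values of inactives mirror those of a sister screen read the other way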
An asterisk follows results filed as active.

What do the screens show for `COc1ccccc1NC(=O)Cn1nnc(C(=O)NCCc2ccccc2)c1N`?
APP 5'UTR act: -7; HMGR II inh: -6; NF-kB neuron act: 0.73; DTT redox prof: -0.5; APP transl inh: 7; FLuc stim CS: 1; G6PDH CS: -2; Hsp70 activator: -0.1; FLuc inhib CS: 2; STAT1 act: 97

Results for Cc1ncoc1C(=O)N1CCCC(CCC(=O)NCc2ccc(F)c(F)c2)C1 (centres undefined) ?
APP 5'UTR act: 29; HMGR II inh: -1; NF-kB neuron act: 1.5; DTT redox prof: 0.0; APP transl inh: -28; FLuc stim CS: 1.1; G6PDH CS: 8; Hsp70 activator: -0.3; FLuc inhib CS: -6; STAT1 act: 108

What do the screens show for `COc1ccc(-n2c(COc3ccccc3)nnc2SCC(N)=O)cc1`?
APP 5'UTR act: -6; HMGR II inh: -6; NF-kB neuron act: 0.99; DTT redox prof: 13; APP transl inh: 6; FLuc stim CS: 1; G6PDH CS: 3; Hsp70 activator: 0.1; FLuc inhib CS: -3; STAT1 act: 93

How did CCS(=O)(=O)N1CCC(C(=O)NCCc2ccccc2)CC1 do in these assays?
HMGR II inh: -6; NF-kB neuron act: 1; DTT redox prof: 1.2; FLuc stim CS: 1; G6PDH CS: 5; Hsp70 activator: -0.5; FLuc inhib CS: -4; STAT1 act: 104

Results for CCN(CC)S(=O)(=O)c1ccc(OC)c(NC(=O)CSc2cc(Cl)ccc2Cl)c1 ?
APP 5'UTR act: 25; HMGR II inh: -3; NF-kB neuron act: 0.69; DTT redox prof: 1.3; APP transl inh: -25; FLuc stim CS: 1; G6PDH CS: 0; Hsp70 activator: -0.3; FLuc inhib CS: -2; STAT1 act: 98

Results for CC(=O)Nc1ccc(S(=O)(=O)N2c3ccccc3C(C)=CC2(C)C)cc1 ?
APP 5'UTR act: -89; HMGR II inh: -3; NF-kB neuron act: 2.7; DTT redox prof: 0.0; APP transl inh: 89*; FLuc stim CS: 1; G6PDH CS: 13; Hsp70 activator: 0.4; FLuc inhib CS: -4; STAT1 act: 96

How did COc1cc(C2C(C#N)=C(N)Oc3c2ccc2ccccc32)ccc1OCC(=O)Nc1ccccc1C (centres undefined) do in these assays?
APP 5'UTR act: 11; HMGR II inh: -3; NF-kB neuron act: 1; DTT redox prof: 1.8; APP transl inh: -11; FLuc stim CS: 1.1; G6PDH CS: 17; Hsp70 activator: -0.2; FLuc inhib CS: -6; STAT1 act: 97

Results for CS(=O)(=O)Nc1ccc2[nH]c(=O)[nH]c2c1 ?
APP 5'UTR act: 7; HMGR II inh: -4; NF-kB neuron act: 1.1; DTT redox prof: 0.1; APP transl inh: -7; FLuc stim CS: 1; G6PDH CS: 10; Hsp70 activator: -0.1; FLuc inhib CS: -5; STAT1 act: 101

Results for Cc1cc2[nH]c3ccccc3c2c(C)n1 ?
APP 5'UTR act: -5; HMGR II inh: 2; NF-kB neuron act: 0.5; DTT redox prof: -0.1; APP transl inh: 5; FLuc stim CS: 1.1; G6PDH CS: 0; Hsp70 activator: -0.4; FLuc inhib CS: -7; STAT1 act: 112

How did COc1ccc(OC)c(-c2cc(C(=O)Nc3c(C)nn(Cc4ccc(Cl)cc4)c3C)no2)c1 do in these assays?
APP 5'UTR act: 7; HMGR II inh: -6; NF-kB neuron act: 0.52; DTT redox prof: 0.0; APP transl inh: -7; FLuc stim CS: 1; G6PDH CS: -1; Hsp70 activator: -0.1; FLuc inhib CS: -2; STAT1 act: 99

Results for CCN(CC)C(C)C(=O)NCC1(c2ccccc2)CCOCC1 (centres undefined) ?
APP 5'UTR act: 11; HMGR II inh: -7; NF-kB neuron act: 1.2; DTT redox prof: 0.8; APP transl inh: -11; FLuc stim CS: 1; G6PDH CS: 5; Hsp70 activator: -0.3; FLuc inhib CS: -2; STAT1 act: 97

Results for COc1cc(C(=O)N2C(=O)c3cccc(N)c3C2=O)cc(OC)c1OC ?
APP 5'UTR act: -1; HMGR II inh: -4; NF-kB neuron act: 0.91; DTT redox prof: -1.6; APP transl inh: 2; FLuc stim CS: 1; G6PDH CS: 4; Hsp70 activator: -0.3; FLuc inhib CS: -3; STAT1 act: 104

Among those listed so far, these contain an aryl thioether with sulfur outside any ring.
What do the screens show for `COc1ccc(-n2c(COc3ccccc3)nnc2SCC(N)=O)cc1`?
APP 5'UTR act: -6; HMGR II inh: -6; NF-kB neuron act: 0.99; DTT redox prof: 13; APP transl inh: 6; FLuc stim CS: 1; G6PDH CS: 3; Hsp70 activator: 0.1; FLuc inhib CS: -3; STAT1 act: 93

Results for CCN(CC)S(=O)(=O)c1ccc(OC)c(NC(=O)CSc2cc(Cl)ccc2Cl)c1 ?
APP 5'UTR act: 25; HMGR II inh: -3; NF-kB neuron act: 0.69; DTT redox prof: 1.3; APP transl inh: -25; FLuc stim CS: 1; G6PDH CS: 0; Hsp70 activator: -0.3; FLuc inhib CS: -2; STAT1 act: 98

Further records
How did CCN(CC)CCCN1C(=O)C(O)=C(C(=O)c2cc3cccc(OC)c3o2)C1c1ccncc1 (centres undefined) do in these assays?
APP 5'UTR act: -5; HMGR II inh: -5; NF-kB neuron act: 1.1; DTT redox prof: -1.4; APP transl inh: 5; FLuc stim CS: 1.1; G6PDH CS: 5; Hsp70 activator: -0.1; FLuc inhib CS: -5; STAT1 act: 101

How did CCOC(=O)c1cnc(-c2ccccc2)nc1N(C)C do in these assays?
APP 5'UTR act: 92; HMGR II inh: -2; NF-kB neuron act: 1.9; DTT redox prof: -5.0; APP transl inh: -92; FLuc stim CS: 0.9; G6PDH CS: -1; Hsp70 activator: 0.0; FLuc inhib CS: 10; STAT1 act: 116

What do the screens show for `CN(C)C(CNc1ccc([N+](=O)[O-])cc1C#N)c1ccccc1` (centres undefined)?
APP 5'UTR act: -1; HMGR II inh: 1; DTT redox prof: -0.6; APP transl inh: 1; FLuc stim CS: 1; G6PDH CS: 3; Hsp70 activator: 0.4; FLuc inhib CS: -3; STAT1 act: 104

How did Cc1cccc(CSCC(=O)NCc2ccc(S(N)(=O)=O)cc2)c1 do in these assays?
APP 5'UTR act: 4; HMGR II inh: 3; NF-kB neuron act: 1.1; DTT redox prof: -1.0; APP transl inh: -4; FLuc stim CS: 1; G6PDH CS: 7; Hsp70 activator: 0.0; FLuc inhib CS: -2; STAT1 act: 96

How did CC1=C(C#N)C(=O)NC(C)(C)C1 do in these assays?
APP 5'UTR act: -9; HMGR II inh: -1; NF-kB neuron act: 1.2; DTT redox prof: 3.2; APP transl inh: 9; FLuc stim CS: 1; G6PDH CS: 0; Hsp70 activator: -0.1; FLuc inhib CS: -4; STAT1 act: 96

How did CCCC1C2CN(C(C)=O)CC=C2C(C#N)=C(N)C1(C#N)C#N (centres undefined) do in these assays?
APP 5'UTR act: 12; HMGR II inh: 0; NF-kB neuron act: 0.96; DTT redox prof: -2.0; APP transl inh: -12; FLuc stim CS: 1; G6PDH CS: 12; Hsp70 activator: -0.2; FLuc inhib CS: -3; STAT1 act: 97

How did O=C(CN1C(=O)COc2ccc(S(=O)(=O)N3CCCC3)cc21)NC1CCCCCCC1 do in these assays?
APP 5'UTR act: 11; HMGR II inh: -4; NF-kB neuron act: 1.1; DTT redox prof: 0.4; APP transl inh: -11; FLuc stim CS: 1; G6PDH CS: -6; Hsp70 activator: -0.2; FLuc inhib CS: 2; STAT1 act: 102

What do the screens show for `CCOC(=O)c1c(NC(=O)CCN2CCOCC2)sc(C)c1-c1ccccc1`?
APP 5'UTR act: 19; HMGR II inh: -1; NF-kB neuron act: 0.95; DTT redox prof: -0.2; APP transl inh: -19; FLuc stim CS: 1.1; G6PDH CS: 7; Hsp70 activator: -0.2; FLuc inhib CS: -7; STAT1 act: 94

Results for CN1CCN(S(=O)(=O)c2cccc(C(=O)Nc3ccccc3N3CCOCC3)c2)CC1 ?
APP 5'UTR act: 7; HMGR II inh: -3; NF-kB neuron act: 1.4; DTT redox prof: -0.2; APP transl inh: -7; FLuc stim CS: 1.1; G6PDH CS: 1; Hsp70 activator: -0.6; FLuc inhib CS: -7; STAT1 act: 100

How did O=C(Nc1ccc(C(=O)O)cc1)/C(=C\c1cccc([N+](=O)[O-])c1)NC(=O)c1ccc(Br)o1 do in these assays?
APP 5'UTR act: 9; HMGR II inh: -1; NF-kB neuron act: 1.1; DTT redox prof: -1.4; APP transl inh: -9; FLuc stim CS: 1.1; G6PDH CS: 4; Hsp70 activator: -0.3; FLuc inhib CS: -6; STAT1 act: 97

How did CCn1c(CC(=O)Nc2ccc(C)cc2)nnc1SCC(=O)NCCc1ccccc1 do in these assays?
APP 5'UTR act: 11; HMGR II inh: -4; NF-kB neuron act: 0.97; DTT redox prof: 1.4; APP transl inh: -11; FLuc stim CS: 1; G6PDH CS: -1; Hsp70 activator: -0.4; FLuc inhib CS: -3; STAT1 act: 112

How did CC(C)Oc1ccc(NC(=O)c2ccncc2)cc1 do in these assays?
APP 5'UTR act: 20; HMGR II inh: 1; NF-kB neuron act: 1.1; DTT redox prof: 0.3; APP transl inh: -20; FLuc stim CS: 0.9; G6PDH CS: 4; Hsp70 activator: -0.2; FLuc inhib CS: 11; STAT1 act: 94

How did CCN(CC)S(=O)(=O)c1ccc(N2C(=O)Nc3ccccc3N2O)cc1 do in these assays?
APP 5'UTR act: -16; HMGR II inh: -1; NF-kB neuron act: 1.1; DTT redox prof: -0.4; APP transl inh: 16; FLuc stim CS: 1; G6PDH CS: -2; Hsp70 activator: -0.2; FLuc inhib CS: -3; STAT1 act: 101

Results for Cc1cc(C)c(C)c(S(=O)(=O)N2C(=S)NC(=O)C2C(C)C)c1C (centres undefined) ?
APP 5'UTR act: 3; HMGR II inh: -6; NF-kB neuron act: 1; DTT redox prof: 0.0; APP transl inh: -3; FLuc stim CS: 1; G6PDH CS: 6; Hsp70 activator: -0.2; FLuc inhib CS: -2; STAT1 act: 97

Results for CN(c1cccc(NC(=O)CN(c2cccc(F)c2)S(C)(=O)=O)c1)S(C)(=O)=O ?
APP 5'UTR act: -19; HMGR II inh: 4; NF-kB neuron act: 0.88; DTT redox prof: 0.2; APP transl inh: 19; FLuc stim CS: 1.1; G6PDH CS: 4; Hsp70 activator: 0.9; FLuc inhib CS: -5; STAT1 act: 97

What do the screens show for `O=C(CNCCO)N1CCc2ccccc21`?
APP 5'UTR act: -9; HMGR II inh: -5; NF-kB neuron act: 1.2; DTT redox prof: 2.4; APP transl inh: 9; FLuc stim CS: 1; G6PDH CS: 8; Hsp70 activator: -0.1; FLuc inhib CS: 0; STAT1 act: 99

What do the screens show for `O=C(NCCc1ccccc1)C(=O)NCC1(c2ccccc2)CCCC1`?
APP 5'UTR act: 8; HMGR II inh: -2; NF-kB neuron act: 1; DTT redox prof: 2.5; APP transl inh: -8; FLuc stim CS: 1.1; G6PDH CS: 4; Hsp70 activator: -0.3; FLuc inhib CS: -5; STAT1 act: 95

Results for Cc1nc(Oc2ccccc2)c2ccccc2n1 ?
APP 5'UTR act: 10; HMGR II inh: -2; NF-kB neuron act: 1.1; DTT redox prof: 0.1; APP transl inh: -10; FLuc stim CS: 1; G6PDH CS: 4; Hsp70 activator: -0.2; FLuc inhib CS: -3; STAT1 act: 104

What do the screens show for `CC(C)OC(=O)CCNc1n[nH]c(=O)[nH]c1=O`?
APP 5'UTR act: 11; HMGR II inh: -3; NF-kB neuron act: 1.2; DTT redox prof: 0.1; APP transl inh: -11; FLuc stim CS: 1.1; G6PDH CS: 21; Hsp70 activator: -0.3; FLuc inhib CS: -8; STAT1 act: 107
